Mcl1 Bid PPI = disrupts binding of human Mcl-1 to Bid peptide. Q07820. AID 1021. inhibition, % at 21.7 µM. TR-FRET Mcl-1/Bid-Dy647 peptide binding, 1536-well. 220,000 compounds, 0.97% hits;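 active means compounds that cut the binding signal by more than half at the single screening dose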;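 further: His-tagged Mcl-1 with europium anti-His antibody binding Bid BH3 peptide; 0% = Mcl-1 plus peptide wells and 100% = peptide-only wells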
Mcl-1 Bim block = human Bim-Mcl-1 interaction inhibition; 190,000 compounds, 0.1% hits; Q07820; inhibition, % at 10 µM; Bead-based flow cytometry, Bim peptide-Mcl-1 binding;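 further: 0% = no compound tracer wells and 100% = peptide blocker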
RGS8-Gao reg = human RGS8-Galphao interaction regulation; response (percent of control binding), % at 10 µM; multiplexed bead flow cytometry, RGS8-Galphao binding; actives lie on both sides; 220,000 compounds, 0.34% hits; P09471; in the data active means response below about 60% or above about 140%; inactive means in between;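 further: Galphao activated as the GDP aluminium fluoride complex binding bead-coupled RGS8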
Target sequence (P09471 whole entry, looked up): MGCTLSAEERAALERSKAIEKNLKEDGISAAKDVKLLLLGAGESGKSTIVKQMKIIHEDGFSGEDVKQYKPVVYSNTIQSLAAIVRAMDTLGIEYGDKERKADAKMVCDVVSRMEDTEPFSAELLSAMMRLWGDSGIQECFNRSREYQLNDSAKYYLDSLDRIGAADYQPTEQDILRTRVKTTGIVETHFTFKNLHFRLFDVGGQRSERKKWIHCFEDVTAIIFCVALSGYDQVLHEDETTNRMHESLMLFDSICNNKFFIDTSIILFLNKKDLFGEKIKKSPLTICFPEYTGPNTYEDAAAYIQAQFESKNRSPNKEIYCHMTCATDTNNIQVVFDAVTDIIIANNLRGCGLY
Bcl-XL Bim block = inhibitors of Bim-Bcl-XL interaction, human | 190,000 compounds, 0.04% hits | Bim peptide-Bcl-XL binding, bead flow cytometry, fluorescence | inhibition, % at 10 µM | Q07817
Target sequence (Q07817 whole entry, looked up): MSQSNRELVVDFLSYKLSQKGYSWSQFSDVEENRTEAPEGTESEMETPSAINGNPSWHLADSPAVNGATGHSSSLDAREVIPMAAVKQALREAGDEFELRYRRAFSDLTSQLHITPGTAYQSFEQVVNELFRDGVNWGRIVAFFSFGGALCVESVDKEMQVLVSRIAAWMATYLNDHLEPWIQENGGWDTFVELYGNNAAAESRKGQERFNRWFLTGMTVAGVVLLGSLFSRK
RGS4-Gao reg = human RGS4-Galphao interaction regulation. AID 1415. 220,000 compounds, 0.33% hits. P09471. Multiplexed bead flow cytometry, RGS4-Galphao binding; actives lie on both sides. binding response (% of control), % at 10 µM; in the data active means binding response below about 49% or above about 150%; inactive means in between;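 further: fluorescent Galphao activated with aluminum fluoride binding bead-coupled RGS4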
GSH bead fluor = GSH bead compound fluorescence profile; 190,000 compounds, 0.25% hits; fluorescence (KMESF) at 10 µM; GSH beads flow cytometry, compound fluorescence 488/530 nm; hits give high values; AID 1776; in the data active means fluorescence above about 89;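 further: glutathione beads carrying GST-tagged Bcl family fusion proteins plus one bare bead set; values are compound well signal with DMSO vehicle wells as background; inactives centre near 16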
Bim-Bcl-B = human Bim-Bcl-B interaction inhibition; Q9HD36; 190,000 compounds, 0.073% hits; bead-based flow cytometry, Bim peptide-Bcl-B binding; AID 951; inhibition, % at 10 µM;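 further: 0% = tracer peptide without compound and 100% = reference inhibitor peptide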
RGS7-Gao reg = regulators of human RGS7-Galphao interaction; binding response (% of control), % at 10 µM; P09471; Multiplexed bead flow cytometry, RGS7-Galphao binding; actives lie on both sides; 220,000 compounds, 0.35% hits; in the data active means binding response below about 49% or above about 150%; inconclusive means no clear call, values can overlap the other calls; inactive means in between;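 further: fluorescent Galphao held in activated GDP-AlF4 state binding bead-coupled RGS7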
Bcl-W Bim block = disrupts Bim peptide binding to human Bcl-W | Q92843 | bead-based flow cytometry | inhibition, % at 10 µM | 190,000 compounds, 0.02% hits | AID 952;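 further: 0% = bound tracer without compound and 100% = peptide blocker; higher means less fluorescent Bim peptide bound to Bcl-W beads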
Target sequence (Q92843 whole entry, looked up): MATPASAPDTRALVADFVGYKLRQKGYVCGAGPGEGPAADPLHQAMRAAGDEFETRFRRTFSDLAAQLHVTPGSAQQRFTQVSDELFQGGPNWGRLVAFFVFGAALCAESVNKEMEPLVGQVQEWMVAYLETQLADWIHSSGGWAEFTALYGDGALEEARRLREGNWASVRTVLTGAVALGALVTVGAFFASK
Bim-Bcl-2 = human Bim-Bcl-2 interaction inhibition; P10415; Bead-based flow cytometry, Bim peptide-Bcl-2 binding; inhibition, % at 10 µM; 190,000 compounds, 0.06% hits; in the data active means inhibition above about 40%; inconclusive means no clear call, values can overlap the other calls;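 further: 0% = no compound wells with probe peptide and 100% = reference peptide inhibitor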
Bim-Bfl-1 = inhibitors of Bim-Bfl-1 interaction, human; inhibition, % at 10 µM; 190,000 compounds, 0.12% hits; AID 1008; Bead-based flow cytometry, Bim-Bfl-1 binding inhibition; Q16548;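 further: 0% = wells without compound plus tracer and 100% = blocker peptide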
Active calls of the source: *; ? = inconclusive. Unless noted, no stated cut-off is given here; in the data, active means inhibition above about 40%.

SMILES	Mcl1 Bid PPI	Mcl-1 Bim block	RGS8-Gao reg	Bcl-XL Bim block	RGS4-Gao reg	GSH bead fluor	Bim-Bcl-B	RGS7-Gao reg	Bcl-W Bim block	Bim-Bcl-2	Bim-Bfl-1
CCOC(=O)c1ccc(N2NC(=O)/C(=C/c3ccc(OC(=O)c4ccco4)c(OC)c3)C2=O)cc1	-43	9	116	15	104	5	19	106	15	14	17
Cc1csc(NC(=O)c2cccc(S(=O)(=O)N3CCCCC3)c2)n1	-9	0	102	-5	102	23	-6	106	-1	-6	-10
CCc1ccc(C2NC(=S)NC3=C2C(=O)CCC3)cc1 (stereo not drawn)	-33	-3	101	-4	100	12	-9	102	-4	-5	-4
Cc1ccc(S(=O)(=O)NCC(=O)N(c2ccccc2)C(C(=O)NCc2ccccc2)c2ccco2)cc1 (stereo not drawn)	-15	0	97	0	98	9	1	99	1	1	1
CC(C)NC(=O)COc1ccccc1C#N	-7	2	99	2	96	8	1	82	0	-1	-3
CC(=C/c1ccccc1)/C=N/NC(=O)c1ccc2nc[nH]c2c1	8	-2	103	-7	103	17	-5	99	-4	-9	-13
Fc1ccc(-c2nnc(SCc3cccnc3)o2)cc1	-9	-1	107	0	107	19	-2	106	-1	0	-3
O=C(c1ccc2c(c1)OCO2)C1CCCN(Cc2cc(F)ccc2-n2cccn2)C1 (stereo not drawn)	-5	0	105	0	104	9	-2	108	-3	0	-4
C=C(C)CNC(=O)CCc1nnc(Cc2cccc(C(F)(F)F)c2)o1	-18	0	102	0	94	12	3	95	2	0	4
Cc1cc(C)n2c3c(c(C#N)c2n1)CC(C)(C)OC3	-53	-3	86	-1	84	4	0	91	5	0	0
COc1cc(CCN2C(=O)c3cccc4cccc(c34)C2=O)c(S(=O)(=O)N2CCC(C)CC2)cc1OC	1	-4	99	-7	97	19	-11	102	-4	-5	-10
Fc1ccc(COc2ccc3ccccc3c2CNc2nn[nH]n2)cc1	-35	3	102	0	101	24	0	101	1	0	-1
O=C1CCC(C(=O)Nc2ccc(OC(F)F)cc2)N1 (stereo not drawn)	-19	1	99	-3	100	23	-6	99	0	-9	-13
CSCCCNC(=O)c1ccccc1OC1CCN(S(C)(=O)=O)CC1	-35	0	106	-1	101	25	-5	105	-1	-2	-7
CCOC(=O)N1CCN(C(=O)CS(=O)(=O)c2cn(Cc3ccccc3C)c3ccccc23)CC1	6	-2	97	-7	95	21	-6	97	0	-11	-15
CCN(CC)c1ccc(S(=O)(=O)N2CCOCC2)cc1NS(C)(=O)=O	-4	0	99	0	96	19	0	93	0	2	0
CCCNC(=O)CC1C(=O)N(Cc2ccccc2)C(C)c2nc3ccccc3n21 (stereo not drawn)	-6	-4	108	0	101	19	-2	104	0	0	0
CCOC(=O)C1CCN(C(=O)c2sc3nc(C)nc(N4CCC(C)CC4)c3c2C)CC1	-10	-3	103	-6	101	14	-6	101	-7	-5	-2
O=C(NC(=S)Nc1ccc(S(=O)(=O)Nc2nccs2)cc1)c1ccccc1	-2	-1	109	-7	100	20	11	103	1	0	-2
COc1ccc(Br)cc1S(=O)(=O)Nc1ncccc1C	-14	-1	108	-2	103	16	-5	102	-2	-4	-7
CCC1CCCCN1C(=O)c1nn2cccnc2c1Cl (stereo not drawn)	-23	1	95	0	103	35	2	110	1	3	5
CCOC(=O)c1c(NC(=O)c2ccc(Br)o2)sc2c1CCCC2	-23	0	101	1	90	10	-3	100	0	-3	-1
O=C(CN1C(=O)c2ccccc2C1=O)Nc1cccc([N+](=O)[O-])c1	6	-2	100	-8	102	12	-9	101	-5	-5	-15
O=C(CCc1nnc(COc2ccccc2)o1)NCc1ccccc1	-24	-1	102	-1	101	16	-6	102	-2	-4	-6
CCOc1ccc(NC(=O)CC2C(=O)N(c3cccc(OC)c3)C(=O)N2C(C)C)cc1 (stereo not drawn)	-9	1	103	0	103	18	-3	98	0	-2	-4
CCOC(=O)c1sc2nc(CC(=O)OC)nc(NCc3ccc(Cl)cc3)c2c1C	4	-3	101	-9	98	38	-8	96	-2	-10	-15
O=C(NCCc1c[nH]c2ccccc12)C(=O)Nc1ccccc1	-43	-3	101	-1	98	15	0	?	-1	-1	2
Cc1nc2ccc(Br)cn2c1C(=O)N/N=C\c1ccccc1[N+](=O)[O-]	8	-1	104	-3	99	17	-2	99	-3	-5	-6
C=CCc1cc(C=O)cc(OCC)c1O	-40	-6	101	-1	100	13	0	106	-5	-1	-4
CCC1Oc2ccc(C)cc2N(Cc2cccc(C)c2)C1=O (stereo not drawn)	-12	-5	98	-12	97	27	-8	98	-7	-15	-19
O=C(O)CC1=C(Nc2ccccc2)C(=O)N(c2ccccc2)C1c1ccc(F)cc1 (stereo not drawn)	-67	-7	96	-11	96	13	-9	101	-8	-5	-1
CC(Oc1ccccc1)C(=O)NC1CC(C)(C)NC(C)(C)C1 (stereo not drawn)	-17	0	106	-2	103	14	-3	108	-3	0	-1
O=C(CSCc1ccccc1Br)NC1CC1	-14	-3	85	-9	89	10	-1	92	-2	-4	0
COc1ccc(CC2(CO)CCN(Cc3c(C)nn(C(C)C)c3C)CC2)cc1	-38	0	108	-3	111	17	-1	108	0	-1	-6
Cc1cc(NC(=O)c2ccccc2O)nc(C)n1	-13	2	100	0	97	17	2	95	0	0	-4
CCCNC(=O)CSc1nc2[nH]ncc2c(=O)[nH]1	-17	0	98	-2	93	14	-4	94	-2	-3	-6
O=C1CC(N2CCN(c3nc4ccccc4s3)CC2)C(=O)N1Cc1cccs1 (stereo not drawn)	11	-2	100	-2	102	12	-2	100	-1	-3	-6
Cc1nn(-c2ccc(C(=O)O)cc2)c(N)c1-c1ccccc1	-21	-4	103	-12	101	26	-9	99	-5	-16	-19
Cc1cc(C)c2c(N)c3cccc(C)c3nc2n1	-12	0	99	0	98	13	21	103	0	-5	-2
CCCCC(=O)NC(=S)Nc1cc(C(=O)O)ccc1Cl	-9	-5	100	-9	98	11	0	99	-2	0	1
CNC(=O)COC(=O)c1ccc(NS(=O)(=O)c2ccc3c(c2)OCCO3)cc1	2	0	100	-1	99	17	-4	101	-1	-5	-6
Cc1ccc(-n2ncc(C(=O)NCc3ccc4c(c3)OCO4)c2NC(=O)c2ccco2)cc1C	1	-6	98	-2	96	30	-4	96	-3	0	-4
CCC(C)(C)n1nnnc1C(c1cccnc1)N1CCC(Cc2ccccc2)CC1 (stereo not drawn)	-6	-1	105	-2	106	16	-9	105	0	-3	-7
COc1ccc(C(=O)/C=C/Nc2ccc(NC(C)=O)cc2)cc1OC	-41	0	92	-6	109	15	-1	105	-4	-2	0
O=c1ccc(Cc2ccccn2)n[nH]1	-13	-3	106	-8	104	32	-10	106	-4	-9	-17
C=CCn1c(SCn2nnc3ccccc3c2=O)nnc1-c1ccc(Cl)cc1	-2	-3	101	-6	102	21	-13	103	-1	-11	-14
O=C(Nc1cccc2nsnc12)c1ccc2c(c1)OCO2	-1	0	93	0	93	63	1	92	0	-1	-3
Cc1cccc(N2C(=O)CC(Sc3nnc(C)s3)C2=O)c1 (stereo not drawn)	-29	-3	99	-7	101	11	-4	99	-1	0	-3
CCc1ccc(-n2c(=O)c3ccccc3n(CC(=O)NCc3ccco3)c2=O)cc1	-14	0	101	-1	104	68	0	99	2	0	1
CC1(C)NC(=O)N(CC(O)CN(Cc2ccccc2)Cc2ccccc2)C1=O (stereo not drawn)	3	4	109	-4	110	8	-8	108	6	1	-5
COc1cc(/C=C2\SC(=O)N(CC(=O)Nc3cccc(C)c3)C2=O)cc([N+](=O)[O-])c1O	-18	-1	104	0	109	21	-3	109	1	0	0
CCOc1cc(N2CCOCC2)c(OCC)cc1NC(=O)CSc1ncccn1	-40	-3	102	-7	104	13	-33	?	-2	-4	-1
C=CCNC(=O)c1cc(Cl)ccc1Cl	-29	4	102	0	100	10	-1	102	0	0	0
Cc1ccc(Cc2cnc(N)s2)o1	-31	-4	99	2	91	51	-10	94	-1	-9	-6
CC(=O)c1c(C)[nH]c(C(=O)COc2ccc(C#N)cc2)c1C	31	-3	98	-2	96	11	-3	97	-1	-3	-3
O=C(c1cccc(S(=O)(=O)N2CCCC2)c1)c1nnc(-c2ccncc2)o1	-35	0	100	-6	97	27	-5	97	1	-3	-8
COc1cccc(-c2noc(-c3ccoc3C)n2)c1	-25	1	105	0	101	13	-1	107	-7	0	-1
C/C(=N\Nc1cc(N2CCOCC2)ncn1)c1cccc([N+](=O)[O-])c1	-18	-2	101	-3	102	11	-3	99	0	-3	-6
Cc1ccc(OCc2nnc(SCCN3CCOCC3)n2C)cc1	-4	-7	79	-9	90	30	-5	87	-13	1	-18
CCC(=O)N(NC1=NS(=O)(=O)c2ccccc21)S(=O)(=O)c1ccc(C)cc1	-22	-5	106	-7	103	14	-8	97	-5	-6	-6

Further compounds follow:
SMILES	Mcl1 Bid PPI	Mcl-1 Bim block	RGS8-Gao reg	Bcl-XL Bim block	RGS4-Gao reg	GSH bead fluor	Bim-Bcl-B	RGS7-Gao reg	Bcl-W Bim block	Bim-Bcl-2	Bim-Bfl-1
O=C(NNC(=O)c1cnccn1)c1cccc([N+](=O)[O-])c1	-19	-1	101	-2	100	15	-2	97	-2	0	-1
Cc1ccccc1NC(=O)CCCSc1nc2ccccc2s1	19	-26	98	-15	98	18	-15	99	-8	-6	-5
COc1ccc(S(=O)(=O)N(C(C)=O)c2ccc(OC(C)=O)c3ccccc23)cc1[N+](=O)[O-]	-23	0	101	0	99	11	-2	104	0	-1	-1
CS(=O)(=O)N1N=C(c2cccs2)CC1c1ccccc1F (stereo not drawn)	-16	2	94	-2	91	16	-2	92	3	1	-3
CC(C)(C)N1NC2(CCCCC2)NC1=S	-33	-3	98	-7	98	16	-21	?	-5	-2	-1
CCn1cc(Br)c(C(=O)Nc2ccc(OC)cc2)n1	-2	-1	97	0	93	20	3	95	-1	1	0
N#Cc1c(-c2ccccc2)[nH]c(=O)[nH]c1=O	-9	-3	100	-1	104	10	-4	104	-1	-2	-5
O=C1CCC(=O)N1OCCCOc1ccccc1	-1	0	99	0	98	24	-1	101	0	5	0
Cc1ccccc1CSc1nnc2ccc(-c3ccncc3)nn12	-13	-1	99	-3	100	15	-2	99	0	-1	-5

Assay outcomes from PubChem.
